M4 PAM: potentiates acetylcholine response at human M4 receptor | P08173 | CHO-K1 hM4/Gqi5, Fluo-8 calcium fluorescence, ACh EC20; 0% = ACh EC20, 100% = maximal ACh | activation, % at 3 µM | hit rate 0.4% among 360,000;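 active means activation above its plate's cutoff, the mean activation of sample wells plus 3 SD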; further: some results filed as inactive read as strong as hits
PHOSPHO1 block: PHOSPHO1 (human) inhibition. Q8TCT1. recombinant PHOSPHO1, absorbance phosphatase assay. inhibition, % at 13.3 µM. hit rate 1.1% among 290,000. AID 1565; in the data active means inhibition above about 60%
MEKK3 PB1 HTS: raises or lowers MEK5 binding to the human MEKK3 PB1 domain; bead-based flow cytometry, Alexa488-MEK5 binding to MEKK3; actives lie on both sides; 0 = blocked by unlabeled MEK5, 100 = vehicle; Q99759; binding response (% of control), % at 10 µM; hit rate 1.4% among 290,000;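 active means binding response more than 3 SD above or below the average of its plate-row segment, actives on both sides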;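 further: Alexa488 bead fluorescence after subtracting the streptavidin-only scavenger bead signal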
Target sequence (Q99759 whole entry, looked up, the tested form may be a part): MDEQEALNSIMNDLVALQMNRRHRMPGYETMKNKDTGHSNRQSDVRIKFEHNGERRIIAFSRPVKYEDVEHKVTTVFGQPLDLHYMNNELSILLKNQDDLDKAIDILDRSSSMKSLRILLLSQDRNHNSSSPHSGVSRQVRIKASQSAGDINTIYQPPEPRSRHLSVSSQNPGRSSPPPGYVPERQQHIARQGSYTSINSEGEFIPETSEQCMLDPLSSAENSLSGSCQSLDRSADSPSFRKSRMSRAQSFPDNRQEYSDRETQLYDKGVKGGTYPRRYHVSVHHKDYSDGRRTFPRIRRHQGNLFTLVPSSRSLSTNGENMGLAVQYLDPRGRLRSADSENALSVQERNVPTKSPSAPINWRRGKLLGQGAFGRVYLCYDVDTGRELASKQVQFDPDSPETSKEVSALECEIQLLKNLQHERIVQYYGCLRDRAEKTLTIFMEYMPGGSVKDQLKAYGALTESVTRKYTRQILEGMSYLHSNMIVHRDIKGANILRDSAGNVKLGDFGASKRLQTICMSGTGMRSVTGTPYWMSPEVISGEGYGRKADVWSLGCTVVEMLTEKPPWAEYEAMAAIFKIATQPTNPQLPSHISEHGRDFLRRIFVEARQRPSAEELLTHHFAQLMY
p-CIP stab down: p/CIP protein destabilization | AID 1984 | hit rate 0.01% among 290,000 | F442A p/CIP-EGFP cells, EGFP fluorescence, 16 h | decrease of EGFP signal, % at 10 µM;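 active means EGFP signal decrease of at least 30% at 10 µM or well 3 SD below plate mean, unless failing retest; inactive means the rest, including hits failing retest or dose response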; further: some compounds called inactive have numbers as strong as hits; many of its hits are not listed in these tables
IDE cell activ: activators of human insulin-degrading enzyme in cells | P14735 | HEK cells, FAbeta-B cleavage, fluorescence polarization; 0% vehicle, 100% cell-free pure enzyme wells | activation, % at 5.96 µM | hit rate 0.073% among 340,000;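 active means activation above the mean of all tested compounds plus 3 SD, set per screening campaign, cut at about 17% in these data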
CRFBP-R2 block: blocks CRF-induced signaling of the CRF-BP/CRF-R2 complex | AID 588475 | HEK293 CRF-R2/CRF-BP, CRF-induced calcium fluorescence | inhibition, % at 11.8 µM | hit rate 0.59% among 350,000;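 active means inhibition of the ligand-induced calcium signal above about 50% at the single tested concentration, limit read from the data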
GalR3 antagonist: antagonists of human GalR3; O60755; HEK293 GalR3-CNG cAMP membrane potential fluorescence; galR3 body fused to GalR1 C-terminus; inhibition, % at 3 µM; hit rate 0.44% among 360,000; AID 651719;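 active means inhibition above the screen-wide average plus 3 SD, cut at about 13% in these data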;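 further: forskolin and galanin both at EC90 stimulate the cells; cAMP rise reported by CNG channel membrane potential dye signal; 0% = forskolin plus galanin with DMSO and 100% = forskolin alone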
Target sequence (O60755 1-299 limits assumed): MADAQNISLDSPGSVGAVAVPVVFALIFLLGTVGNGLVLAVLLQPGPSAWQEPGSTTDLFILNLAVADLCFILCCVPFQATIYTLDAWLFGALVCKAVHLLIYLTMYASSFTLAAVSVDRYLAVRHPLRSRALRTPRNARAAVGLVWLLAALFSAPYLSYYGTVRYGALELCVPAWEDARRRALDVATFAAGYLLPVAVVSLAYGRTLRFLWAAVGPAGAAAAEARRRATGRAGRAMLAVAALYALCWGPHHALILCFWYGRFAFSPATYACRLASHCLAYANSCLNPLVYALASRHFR
IDE cell inh: inhibitors of human insulin-degrading enzyme in cells. AID 434962. hit rate 0.41% among 320,000. inhibition, % at 5.59 µM. HEK cells, FAbetaB cleavage, fluorescence polarization;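 active means percent inhibition above the average of all tested compounds plus 3 SD, set per screening campaign, cut at about 16% in these data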;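 further: IDE supplied by intact live HEK cells; FP after avidin binding of uncleaved biotin substrate so inhibition keeps polarization high; 0% = DMSO wells and 100% = 60 µM reference IDE inhibitor Ii1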
CRFR2-BP ag: agonists of human CRF-binding protein/CRF-R2 receptor complex | activation, % at 13.2 µM | hit rate 0.46% among 350,000 | HEK293 CRF-R2/CRF-BP, calcium dye fluorescence (FLIPR); percent of saturating CRF peptide response | AID 588473;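 active means activation of at least 50%, plus an integration ratio under a set limit after plate pattern correction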;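 further: plate controls were neutral control wells without compound for no effect and CRF at EC100 for full effect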
* hit, by the source's call; . = no result given; [ ] = dose if it differs, or a comment.

compound	p-CIP stab down	IDE cell inh	GalR3 antagonist	MEKK3 PB1 HTS	IDE cell activ	CRFBP-R2 block	M4 PAM	PHOSPHO1 block	CRFR2-BP ag
Cc1nc2c(Br)c3nc(C(F)(F)F)[nH]c3c(Br)c2[nH]1	2	0	.	102	-2	1	1	27	-0.6
O=C(Cc1c(F)cccc1Cl)NCCCn1ccnc1	4	1	-2	102	2	-10	0	34	-0.6
CCC1Nc2ncnc(N3CCCCC3)c2N(Cc2ccccc2)C1=O (centres undefined)	.	3	1	.	-1	-6	6	.	-0.2
CCOC(=O)c1sc2nc(C)c3c(c2c1N)CC(C)(C)OC3	6	3	-2	105	-2	-17	2	-4	-1.3
Cc1ccc(-c2nnc(-c3cccc(Br)c3)o2)cc1	-4	4	-4	103	1	-9	-4	-2	-1.6
Cc1ccccc1-n1c(Cn2c(=O)sc3ccccc32)nnc1SCC(N)=O	-4	4	-2	101	-1	6	2	23	-0.9
CC(=O)c1c(C)[nH]c(C(=O)COC(=O)c2ccc(Cl)nc2)c1C	.	1	-3	.	15	4	6	.	-0.1
CCC(Sc1nc2cc3c(cc2c(=O)n1Cc1ccco1)OCO3)C(=O)NCCOC (centres undefined)	0	-2	-2	99	-6	-12	11	21	-1.7
CC(C)C(C)NC(=O)CN1C(=O)NC2(CCc3ccccc3C2)C1=O (centres undefined)	-1	5	-5	91	3	22	14	20	-1.1
O=C(CCCCCNC(=O)c1ccccc1Cl)N/N=C/c1ccco1	-4	-3	-4	95	0	-19	-3	-4	0.8
CCCc1nn(C)c(C(=O)Nc2cccc(Cl)c2)c1Cl	1	5	1	99	-1	-50	-7	-5	0.3
CC(CCc1ccccc1)NC(=O)C1CCN(c2nnc(-n3cccc3)s2)CC1 (centres undefined)	8	1	4	105	-2	2	-1	6	-2.6
COc1ccc(OC)c(NC(=O)COC(=O)c2n[nH]c3ccccc23)c1	.	4	-3	.	-2	-21	-6	.	0.1
O=c1ccc2cc3ccoc3cc2o1	-4	6	-6	97	6	-4	5	39	-1.2
O=C([O-])c1ccccc1-[n+]1c(-c2ccccc2)cc(-c2ccccc2)cc1-c1ccccc1	.	13	-3	.	-4	-4	-14	.	0.5
c1ccc(Cc2c[nH]c3ccccc23)cc1	-8	1	-8	98	4	12	1	4	-1.8
COc1ccccc1CNC(=O)CCNC(=O)Cn1cnc2ccccc2c1=O	-10	2	-1	0.0*[inhibitor]	3	-2	0	-14	-0.9
COCCNC(=O)c1cc(-c2ccccc2)n(Cc2cc(C)no2)n1	.	0	-7	.	-1	-3	13	.	-0.6
CC(=O)c1cccc(NC(=O)c2ccc(N(Cc3ccccc3C)S(C)(=O)=O)cc2)c1	-22	9	-2	100	7	-7	-8	-3	1.8
CCOC(=O)N1CCN(C(=O)c2ccccc2NC(=O)c2ccc(OC)cc2)CC1	-1	0	-3	92	7	11	9	25	-1.2
CCOC(=O)CC1=Nc2ccccc2NC(=O)C1	-1	3	-4	99	-3	-27	-4	-4	-0.6
COC(=O)Oc1ccc(/C=C/C(=O)OC(C)C)cc1OC(=O)OC	-2	2	8	102	6	-17	10	-15	-1.2
CCOc1ccc2c(c1)C(N(CCN1CCOCC1)C(=O)Nc1ccccc1)CC(C)(C)O2 (centres undefined)	-6	3	-3	100	4	11	1	18	-4.3
CSc1nc2nc(-c3cccs3)cc(C(F)(F)F)c2c(=O)[nH]1	4	3	-7	102	4	1	-5	15	-0.5
O=S(O)OC1CS(=O)(=O)CC1c1ccccc1 (centres undefined)	-5	6	0	104	7	-14	-3	6	7.4
CCOC(=O)c1cc2sc(C)cc2n1CC(=O)N1CCN(C(=O)c2ccco2)CC1	5	-5	-3	102	1	2	-2	26	-3.4
NC(=O)c1ccc(-c2nnn(CC(=O)Nc3cccc(S(=O)(=O)N4CCCC4)c3)n2)cc1	.	-1	2	.	1	-10	-2	.	1.5
COc1ccc(Cn2c(=O)[nH]c3cc(C(=O)NCCCN4CCCCCC4)ccc3c2=O)cc1	-6	2	3	104	4	-3	-8	44	-0.7
COc1ccc(OC)c(S(=O)(=O)Nc2cnc3ccccc3c2)c1	-6	3	-3	116	4	-16	2	-2	0.2
CCOC(=O)C1CCN(C(=S)NC(=O)c2cccs2)CC1	-12	14	-4	103	-1	12	-8	-9	-2.4

Fetched by structure from above (6):
compound	p-CIP stab down	IDE cell inh	GalR3 antagonist	MEKK3 PB1 HTS	IDE cell activ	CRFBP-R2 block	M4 PAM	PHOSPHO1 block	CRFR2-BP ag
O=C(Cc1c(F)cccc1Cl)NCCCn1ccnc1	4	1	-2	102	2	-10	0	34	-0.6
O=c1ccc2cc3ccoc3cc2o1	-4	6	-6	97	6	-4	5	39	-1.2
COC(=O)Oc1ccc(/C=C/C(=O)OC(C)C)cc1OC(=O)OC	-2	2	8	102	6	-17	10	-15	-1.2
O=C(CCCCCNC(=O)c1ccccc1Cl)N/N=C/c1ccco1	-4	-3	-4	95	0	-19	-3	-4	0.8
CSc1nc2nc(-c3cccs3)cc(C(F)(F)F)c2c(=O)[nH]1	4	3	-7	102	4	1	-5	15	-0.5
Cc1ccccc1-n1c(Cn2c(=O)sc3ccccc32)nnc1SCC(N)=O	-4	4	-2	101	-1	6	2	23	-0.9

More results follow:
compound	p-CIP stab down	IDE cell inh	GalR3 antagonist	MEKK3 PB1 HTS	IDE cell activ	CRFBP-R2 block	M4 PAM	PHOSPHO1 block	CRFR2-BP ag
COc1ccccc1N1CCN(Cc2ccc(-c3ccccc3[N+](=O)[O-])o2)CC1	-14	9	-3	95	4	3	-13	25	0.9
COc1ccc(Cl)cc1NS(=O)(=O)c1cccc(C(=O)NCC(c2ccco2)N(C)C)c1 (centres undefined)	-10	4	-5	100	4	-10	-3	52	-0.9
COCC(C)OC(=O)c1c(N)n(-c2ccc(OC)c(OC)c2)c2nc3ccccc3nc12 (centres undefined)	-8	8	.	96	.	-9	.	-6	-1.8
CC(C)NC(=O)Nc1cccs1	4	1	-1	99	-3	2	-2	16	-0.2
CC(NS(=O)(=O)c1ccc2c(c1)C(C)(C)C(=O)N2C)c1ccccc1 (centres undefined)	-7	1	-3	96	5	11	-3	23	-2.2
O=C(Cc1ccc(S(=O)(=O)N2CCOCC2)s1)N1CCN(S(=O)(=O)c2cccc(F)c2)CC1	.	.	-3	.	0	1	-4	.	3.2
C=CCNC(=S)NCCCCC1NC(=S)N(CC=C)C1=O (centres undefined)	0	-5	-2	104	2	-17	-2	2	-0.4
O=C(OCC(=O)N(Cc1ccccc1)C1CCS(=O)(=O)C1)c1cc2c(s1)CCCC2 (centres undefined)	-2	-1	-1	102	5	-32	8	5	-1.5
N#CC(C#N)C(c1ccsc1)c1c(-c2ccccc2)[nH][nH]c1=O (centres undefined)	5	3	14*	107	2	-21	2	-17	0.9
CCCCNc1c(-c2ccc(SC(C)CC)c(OC)c2)nc2ccc(Cl)cn12 (centres undefined)	.	-1	-2	.	-2	-8	-12	.	-1.9
CCOC(=O)N1CCN(C(=S)NC(=O)c2cncc(Br)c2)CC1	2	1	-2	106	4	1	7	9	-0.5
Cc1cc(NC(=O)c2cnn3cccnc23)no1	-16	-3	-2	102	1	-8	0	-4	1.8
COc1ccc(S(=O)(=O)c2c(O)c3ccc(C(=O)Nc4ccccc4F)cc3[nH]c2=O)cc1	5	-1	-2	105	4	11	10	43	3.4
O=C(NCc1cccs1)c1cccnc1Cl	-7	1	-9	98	2	20	4	4	0.8
Cc1cccc(C(=O)NC2CCN(CC(=O)NCc3cccs3)CC2)c1	4	-6	-1	100	2	10	0	10	1.1
CC(=O)N/C(=C\c1ccc(Br)s1)C(=O)O	-6	1	.	100	1	-9	-3	8	0.6
CCOc1ccc(NS(=O)(=O)c2cnc(Cl)c(Cl)c2)cc1	0	3	4	101	5	25	-9	-9	-0.4
COC(=O)C1C(c2ccc(Cl)cc2)NC(c2ccc(Cl)cc2)C(C(=O)OC)S1(=O)=O (centres undefined)	3	0	-4	111	4	15	-7	-12	-0.5
CCOC(=O)/C(C#N)=C/c1c(N2CCN(c3ccc(OC)cc3)CC2)nc2c(C)cccn2c1=O	-13	.	-6	99	-5	11	2	37	-0.4
COc1ccc(OC)c(NC(=O)c2sc3ncnc(N4CCN(c5ccccn5)CC4)c3c2C)c1	8	-2	.	99	-4	16	19*	-17	-0.1
COc1cc(/C=N/NC(=O)CN(CCc2ccccc2)S(=O)(=O)c2ccc(NC(C)=O)cc2)cc(OC)c1OC	-6	-1	4	98	2	-1	-7	-9	1.0
CCC(=O)N1CCc2cc(Br)cc(S(=O)(=O)NCCN3CCCC3)c21	4	-1	-9	105	1	6	1	36	-0.6
COC(=O)C1CCN(C(=O)COC(=O)c2ccc(N3CCCC3=O)cc2)CC1	.	-3	-2	.	4	-9	4	.	1.0
Cc1ccc(OCc2nnc(NC(=O)c3ccco3)s2)cc1	-8	1	-3	108	2	-10	3	5	4.8
CCOC(=O)C1=CC(=O)CC(C)(C)O1	.	.	-3	.	4	19	14	.	4.3
Cc1ccc(-c2nnn(CC(=O)N(CC(=O)NC(C)C)c3cnc4ccccc4c3)n2)o1	-9	-3	0	.	8	-3	6	-34	0.2
CC(C)c1csc(CN2CCCC(CCC(=O)NCc3ccccc3F)C2)n1 (centres undefined)	-20	-4	0	97	2	0	-7	35	-1.4
COc1cccc(C(=O)OCC(=O)Nc2ccccc2N2CCOCC2)c1	-20	0	2	98	-3	11	-1	24	0.5
Fc1cccc(Cl)c1CNCCCSc1ncccn1	4	-10	-9	98	6	0	-1	50	-2.1
COc1ccccc1C1CCN(Cc2ccc(Cl)c(Cl)c2)CC1	6	3	-9	107	3	-21	-6	27	1.2
CC(C)(C)C(=O)Nc1ccccc1C(=O)NCCC(=O)Nc1ccccc1	.	6	-5	.	-2	-7	10	.	1.2
Cc1ccc(NS(=O)(=O)c2ccc3[nH]c(=O)sc3c2)cc1	-11	2	-9	118	1	-14	-3	-23	-0.2

Sorted by SMILES length (high to low): part of the list above.
compound	p-CIP stab down	IDE cell inh	GalR3 antagonist	MEKK3 PB1 HTS	IDE cell activ	CRFBP-R2 block	M4 PAM	PHOSPHO1 block	CRFR2-BP ag
COCC(C)OC(=O)c1c(N)n(-c2ccc(OC)c(OC)c2)c2nc3ccccc3nc12 (centres undefined)	-8	8	.	96	.	-9	.	-6	-1.8
CC(=O)c1c(C)[nH]c(C(=O)COC(=O)c2ccc(Cl)nc2)c1C	.	1	-3	.	15	4	6	.	-0.1
COCCNC(=O)c1cc(-c2ccccc2)n(Cc2cc(C)no2)n1	.	0	-7	.	-1	-3	13	.	-0.6
O=C(CCCCCNC(=O)c1ccccc1Cl)N/N=C/c1ccco1	-4	-3	-4	95	0	-19	-3	-4	0.8

Source: PubChem BioAssay
